SW480 rereplic = inducers of DNA re-replication in SW480 colon cancer cells. SW480 DNA re-replication, Hoechst DNA content imaging, 48 h. Potency, µM (titrated, usually from 46.1 µM), inactives show top-dose re-replication activation, actives largely listed as activators. actives 1.8% (n = 340,000); note: potency is the fitted concentration of half-maximal effect; % of control where 0% means no effect; nearly all actives have a fitted effect of over 55% in size
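Per well, 250 cells were exposed to pinned compound for 48 hr. Nuclear DNA was visualised with Hoechst (40 min, 37 C) and total object intensity recorded by fluorescence scanning.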
ATXN2 expr inh = reduces ATXN2 reporter expression in HEK-293 cells; HEK-293 ATXN2-luciferase reporter, luminescence, 24 h; Potency, µM (doses to about 57 µM), without a hit: top-dose activity change, negative = inhibition, most hits filed as inhibitors; actives 0.72% (n = 360,000); note: potency is the fitted concentration of half-maximal effect; % is set by controls: 0 for no effect and ±100 for the full control effect; nearly all actives have a fitted effect of over 55% in size
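ATXN2-luciferase reporter cells (luciferase flanked by upstream and downstream ATXN2 gene portions) were treated 24 h at 37 °C with compounds at up to 57 uM. SteadyGlo luminescence gave expression; GF-AFC fluorescence gave viability.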
HT1080 IDH1KD tx = HT-1080 IDH1 knockdown cell toxicity (counter line); HT-1080 IDH1 knockdown viability, ATP luminescence, 48 h; Potency, µM (titrated, usually from 46.1 µM), inactives show at the highest dose activity, negative = toxicity, hits mostly cytotoxic; actives 2% (n = 360,000);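 note: potency is the fitted concentration of half-maximal effect; 0% = DMSO wells and -100% = cell-free medium wells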
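Luminescent ATP read-out (CellTiter-Glo, 10 min at room temperature) after 48 h compound exposure at 37 °C gave viability of IDH1-knockdown HT-1080 cells. Activity was normalised to DMSO and cell-free wells, then fitted as concentration-response curves.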
KB-3-1 tox = kills parental KB-3-1 adenocarcinoma cells; KB-3-1 viability, CellTiter-Glo ATP luminescence, 72 h; Potency, µM (top dose mostly 46.1 µM), for the others: at the top dose activity change, negative = cytotoxic, most hits filed as cytotoxic; actives 1.4% (n = 400,000); note: potency is the fitted concentration of half-maximal effect; % is set by controls: 0 for no effect and ±100 for the full control effect; nearly all actives have a fitted effect of over 60% in size
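KB-3-1 cells, DMEM (no phenol red) + 10% FBS; compound by pin transfer, 72 h, 37 °C. Readout: CellTiter-Glo luminescence after 10 min. Data normalized, curve-fitted.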
KB-V1 MDR tox = kills drug-selected multidrug resistant KB-V1 cells. Potency, µM (highest dose often 46.1 µM), inactives show at the highest dose activity change, negative = cytotoxicity, actives largely listed as cytotoxic. actives 3.4% (n = 400,000). KB-V1 MDR cells viability, CellTiter-Glo, 72 h. AID 1347076; note: potency is the fitted concentration of half-maximal effect; % is set by controls: 0 for no effect and ±100 for the full control effect; nearly all actives have a fitted effect of over 60% in size
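Potencies derive from concentration-effect curves fitted to normalized luminescence (CellTiter-Glo) of KB-V1 cells treated for 72 h at 37 degrees C in phenol-red-free DMEM containing 10% FBS.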
IL-1B inflam inh = inhibitors of inflammasome signaling (IL-1 beta secretion); AID 743279; THP-1 LPS/ATP IL-1B secretion, AlphaLISA, 16 h; active compounds read low; activity change, % at 57.5 µM; actives 4.7% (n = 360,000); in the data active = activity change below about -50%; inconclusive = mostly about -30% to -49%; note: % is set by controls: 0 for no effect and ±100 for the full control effect
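Secreted IL-1B measured by AlphaLISA bead assay after 16 h compound exposure of THP-1 cells; compounds (final up to 57.5 uM) added 1 h before LPS (250 ng/mL) and ATP (1.25 mM) stimulation; lower signal means less secretion.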
HT1080NT lethal = kills 2HG-producing HT-1080-NT fibrosarcoma cells; HT-1080-NT fibrosarcoma viability, CellTiter-Glo ATP luminescence, 48 h; Potency, µM (top dose mostly 46.1 µM), for the others: top-dose activity, negative = less viability, usual class: cytotoxic; actives 1.6% (n = 360,000); AID 686970;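 note: NT is the 2HG producing partner of a matched IDH1 knockdown line; potency is the fitted concentration of half-maximal effect; 0% = DMSO-treated cells and -100% = media-only wells without cells; nearly all actives have a fitted effect of over 55% in size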
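HT-1080-NT fibrosarcoma cells (2HG-overproducing), 750 cells/well in RPMI with 5% FBS, dosed after 2 h and incubated 48 h at 37C. CellTiter-Glo luminescence normalized to DMSO and no-cell wells; concentration-response curves fitted and classed.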
MCF10A rerep = induces DNA re-replication in MCF 10a normal breast cells | MCF 10A DNA re-replication, Hoechst nuclear intensity, 48 h | Potency, µM (highest dose often 46.1 µM), for inactives: top-dose activity, positive = re-replication, actives largely listed as activators | actives 2.9% (n = 350,000); note: potency is the fitted concentration of half-maximal effect; % of control where 0% means no effect; nearly all actives have a fitted effect of over 50% in size
WRN inhibitor = WRN helicase (human) inhibition | WRN helicase unwinding, fluorescent forked duplex, kinetic | actives 0.46% (n = 360,000) | Q14191 | Potency, µM (titrated, usually from 114 µM), inactives show top-dose activity change, negative = inhibition, actives largely listed as inhibitors; note: potency is the fitted concentration of half-maximal effect; % is set by controls: 0 for no effect and ±100 for the full control effect; nearly all actives have a fitted effect of over 55% in size
Target sequence (Q14191 whole entry, looked up): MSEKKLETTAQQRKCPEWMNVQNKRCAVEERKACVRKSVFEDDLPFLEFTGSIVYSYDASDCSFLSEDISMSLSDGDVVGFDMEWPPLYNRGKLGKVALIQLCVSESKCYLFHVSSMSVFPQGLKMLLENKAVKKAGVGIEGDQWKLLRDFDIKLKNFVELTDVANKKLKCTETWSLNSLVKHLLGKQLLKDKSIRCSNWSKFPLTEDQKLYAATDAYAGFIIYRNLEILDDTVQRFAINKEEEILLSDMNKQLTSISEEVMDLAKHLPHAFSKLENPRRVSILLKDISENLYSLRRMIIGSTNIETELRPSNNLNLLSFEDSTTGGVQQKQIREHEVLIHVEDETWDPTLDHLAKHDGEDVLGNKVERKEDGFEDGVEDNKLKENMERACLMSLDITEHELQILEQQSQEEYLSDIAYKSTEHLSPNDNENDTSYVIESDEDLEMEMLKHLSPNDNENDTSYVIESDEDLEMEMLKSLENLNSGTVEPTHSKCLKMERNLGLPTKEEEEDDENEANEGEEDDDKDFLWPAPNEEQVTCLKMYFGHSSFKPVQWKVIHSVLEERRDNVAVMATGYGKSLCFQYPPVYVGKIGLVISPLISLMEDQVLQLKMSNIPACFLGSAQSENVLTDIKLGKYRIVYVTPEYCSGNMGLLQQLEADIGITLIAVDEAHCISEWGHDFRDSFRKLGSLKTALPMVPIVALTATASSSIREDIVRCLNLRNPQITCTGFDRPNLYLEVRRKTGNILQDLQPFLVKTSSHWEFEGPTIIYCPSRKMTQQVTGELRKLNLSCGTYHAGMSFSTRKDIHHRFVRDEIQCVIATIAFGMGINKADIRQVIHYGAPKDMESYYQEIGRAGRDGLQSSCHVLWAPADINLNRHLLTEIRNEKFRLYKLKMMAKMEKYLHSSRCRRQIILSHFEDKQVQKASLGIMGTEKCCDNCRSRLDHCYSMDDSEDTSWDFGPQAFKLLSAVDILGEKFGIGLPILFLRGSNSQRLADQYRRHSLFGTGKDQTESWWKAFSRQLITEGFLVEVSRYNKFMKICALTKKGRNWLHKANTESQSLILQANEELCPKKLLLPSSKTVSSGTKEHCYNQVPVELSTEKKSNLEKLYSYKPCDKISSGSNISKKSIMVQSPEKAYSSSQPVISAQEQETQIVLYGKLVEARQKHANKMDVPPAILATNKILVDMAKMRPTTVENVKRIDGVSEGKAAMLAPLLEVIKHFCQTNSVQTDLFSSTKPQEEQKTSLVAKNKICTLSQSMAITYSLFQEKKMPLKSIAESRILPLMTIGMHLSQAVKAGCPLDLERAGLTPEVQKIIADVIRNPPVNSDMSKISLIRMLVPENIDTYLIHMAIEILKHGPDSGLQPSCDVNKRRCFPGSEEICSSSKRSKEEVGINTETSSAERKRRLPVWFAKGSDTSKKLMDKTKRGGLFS
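Screening of the MLSMR collection measured strand separation of a quenched forked DNA duplex (100 nM) by 20 nM WRN with 2 mM ATP, all final. Compounds were preincubated with enzyme 15 min at room temperature.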
* hit, by the source's call; ? = inconclusive; . = no result given; [ ] = dose if it differs, or a comment. Unless noted, calls come from the whole dose curve; as a rule, active = well fitted curve in the direction sought with a large enough effect; inconclusive = small, poorly fitted or top-dose-only effect, or another doubt; inactive = no such curve, though single readings can be large; an effect the other way counts as inactive or inconclusive. Rows are unselected (roughly 12% active in at least one column).

#	SMILES	SW480 rereplic	HT1080 IDH1KD tx	HT1080NT lethal	MCF10A rerep	IL-1B inflam inh
1	CSCCC1NC(=O)N(CC(=O)Nc2c(C(C)C)cccc2C(C)C)C1=O (stereo not given)	2%	0%	13%	0%	-23
2	CC1(C)Cc2nc(N)c(C(=O)NCCO)cc2CO1	-8%	3%	0%	-1%	-17
3	CCN(C(=O)Cn1cc(C(F)(F)F)ccc1=O)C1CCS(=O)(=O)C1 (stereo not given)	.	-3%	-1%	.	-5
4	Cc1ccc2c(c1)N(CC(=O)NC(C)CCc1ccccc1)C(=O)c1cccnc1O2 (stereo not given)	-4%	0%	1%	2%	-26
5	Cc1ccc(-n2c(C(C)n3nc(C)c([N+](=O)[O-])c3C)n[nH]c2=S)cc1 (stereo not given)	-7%	6%	7%	0%	3
6	c1coc(-c2nc(-c3ccncc3)no2)c1	-2%	-10%	-16%	1%	-20
7	CC(C)CCOCC(=O)Oc1ccccc1C(=O)O	0%	11%	5%	22%	2
8	C=C1CCN(C(C)C(=O)O)S(=O)(=O)c2ccccc21 (stereo not given)	?	1%	-1%	13%	22

#	KB-V1 MDR tox	ATXN2 expr inh	KB-3-1 tox	WRN inhibitor
1	?	-5%	2%	-3%
2	-17%	-5%	-4%	0%
3	?	.	-2%	7%
4	0%	-9%	19%	-2%
5	-4%	1%	13%	3%
6	-12%	21%	-4%	7%[57.1 µM]
7	?	-4%	7%	5%
8	-12%	9%	26%	-1%

Additional compounds:
#	SMILES	SW480 rereplic	HT1080 IDH1KD tx	HT1080NT lethal	MCF10A rerep	IL-1B inflam inh
9	Cc1ccc(N(CC(=O)NCC2CCCO2)S(C)(=O)=O)cc1Cl (stereo not given)	3%	14%	1%	-5%	1
10	Cc1ccc(S(=O)(=O)N2CCCC2C(=O)n2nc(C)cc2C)cc1 (stereo not given)	-7%	-6%	-1%	-1%	7
11	COc1cc(C(C)=O)ccc1OCC(=O)N(CCC1=CCCCC1)c1c(N)n(Cc2ccccc2)c(=O)[nH]c1=O	126%	2%	0%	12%	35
12	CCC(C)c1ccc(NC(=O)c2ccco2)cc1 (stereo not given)	0%	4%	9%	-4%	0
13	CCC(SC1=NCCS1)C(=O)Nc1ccc(S(N)(=O)=O)cc1 (stereo not given)	-87%[inhibitor]	-24%	0%	-2%	-28
14	Nc1cccc(Oc2ccc3c(c2)C(=O)NC3=O)c1	-2%	?	?	0%	15
15	O=C(COC(=O)c1ccc2ccccc2n1)c1ccc(F)cc1	-5%	7%	11%	-6%	-15
16	Cc1cc(Br)c(NC(=O)COC(=O)C2CC2C)c(Br)c1 (stereo not given)	16%	?	?	-1%	6

#	KB-V1 MDR tox	ATXN2 expr inh	KB-3-1 tox	WRN inhibitor
9	-19%	-1%	1%	-2%
10	-19%	1%	5%	-3%
11	-1%	6%	9%	0%
12	-13%	.	3%	-10%
13	-10%	-3%	2%	5%
14	-7%	-14%	0%	22%
15	3%	.	0%	3%
16	-8%	0%	8%	-3%

A draw from above in order of SMILES length, highest first:
#	SMILES	SW480 rereplic	HT1080 IDH1KD tx	HT1080NT lethal	MCF10A rerep	IL-1B inflam inh
11	COc1cc(C(C)=O)ccc1OCC(=O)N(CCC1=CCCCC1)c1c(N)n(Cc2ccccc2)c(=O)[nH]c1=O	126%	2%	0%	12%	35
10	Cc1ccc(S(=O)(=O)N2CCCC2C(=O)n2nc(C)cc2C)cc1 (stereo not given)	-7%	-6%	-1%	-1%	7
9	Cc1ccc(N(CC(=O)NCC2CCCO2)S(C)(=O)=O)cc1Cl (stereo not given)	3%	14%	1%	-5%	1
15	O=C(COC(=O)c1ccc2ccccc2n1)c1ccc(F)cc1	-5%	7%	11%	-6%	-15
12	CCC(C)c1ccc(NC(=O)c2ccco2)cc1 (stereo not given)	0%	4%	9%	-4%	0

#	KB-V1 MDR tox	ATXN2 expr inh	KB-3-1 tox	WRN inhibitor
11	-1%	6%	9%	0%
10	-19%	1%	5%	-3%
9	-19%	-1%	1%	-2%
15	3%	.	0%	3%
12	-13%	.	3%	-10%

Next results:
#	SMILES	SW480 rereplic	HT1080 IDH1KD tx	HT1080NT lethal	MCF10A rerep	IL-1B inflam inh
17	N#Cc1cc([N+](=O)[O-])ccc1Oc1cccc(/C=N/NC(=O)c2cccc(Cl)c2)c1	?	-25%	-24%	19%	?
18	NNC(=O)CNc1cccc(Cl)c1	-318%[1.84 µM]	4%	-1%	-19%	-15
19	O=C(CSc1nnc(-c2ccc(Cl)cc2)n1-c1ccc(Cl)cc1)N/N=C/c1ccco1	.	?	?	?	0
20	Cn1nc(C(C)(C)C)cc1NC(=O)Nc1ccc(F)cc1F	-8%	11%	3%	5%	-13
21	CCCc1cc(C(N)=O)c(NC(=O)c2ccco2)s1	?	26%	1%	?	-27
22	CCOC(=O)Cc1csc(NC(=O)NC2(C(F)(F)F)Oc3ccccc3O2)n1	1%	-5%	-21%	6%	19
23	C=CCN1C(=O)C(Cc2ccc(OCC)cc2)S/C1=N\N=C\c1cccs1 (stereo not given)	16%	4%	6%	?	2
24	O=C(Nc1ccc2oc(-c3ccccc3F)nc2c1)c1ccccc1F	0%	-27%	-28%	7%	-5

#	KB-V1 MDR tox	ATXN2 expr inh	KB-3-1 tox	WRN inhibitor
17	-26%	-31%	?	-9%
18	18%	-7%	14%	-4%
19	?	-15%	-2%	-11%
20	-4%	2%	2%	-22%
21	6%	29%	15%	-10%
22	-2%	6%	-10%	-1%
23	-22%	6%	9%	-20%[57.1 µM]
24	?	17%	1%	5%

(cont.)
#	SMILES	SW480 rereplic	HT1080 IDH1KD tx	HT1080NT lethal	MCF10A rerep	IL-1B inflam inh
25	COc1cc(OC)cc(C(=O)NC(=S)N2CCN(c3ccc(C(F)(F)F)cc3[N+](=O)[O-])CC2)c1	10%	-12%	?	?	-8
26	Cc1ccc(C(=O)Nc2ccc(C(=O)N3CCCCC3)cc2)cc1	-30%	7%	-1%	6%	-5
27	CCC(=O)Nc1ccc(C(=O)Cn2ncc(Cl)c(Cl)c2=O)cc1	?	?	0%	3.7µM*	-96*
28	COc1ccccc1N1CCN(C(c2ccccc2Cl)c2nnnn2C(C)(C)C)CC1 (stereo not given)	?	?	-23%	27%	-8
29	Cc1ccccc1S(=O)(=O)N(C)C[C@@H]1OCc2cn(nn2)CCCC(=O)N([C@H](C)CO)C[C@H]1C	.	8%	0%	.	9
30	CC(C)C(=O)Nc1cccc(COc2ccccc2CN(Cc2ccccc2)C(=O)OC(C)(C)C)c1	?	-28%	-12%	12µM*	-7
31	COc1ccc(NC(=O)CSc2nncs2)cc1S(=O)(=O)N1CCCCC1	-2%	-4%	3%	4%	-10
32	Cc1cc(NC(=O)CCC(=O)N(CCC(C)C)CC(=O)NCC2CCCO2)no1 (stereo not given)	-7%[9.22 µM]	0%	-1%	-1%	39

#	KB-V1 MDR tox	ATXN2 expr inh	KB-3-1 tox	WRN inhibitor
25	-23%	-22%	?	-24%
26	6%	.	-7%	1%
27	?	.	?	-6%[11.6 µM]
28	?	-11%	?	-4%
29	-2%	3%	2%	-4%
30	?	-6%	?	-3%
31	23%	-13%	-3%	-1%
32	1%	-6%	-8%	-4%

Carrying on.
#	SMILES	SW480 rereplic	HT1080 IDH1KD tx	HT1080NT lethal	MCF10A rerep	IL-1B inflam inh
33	COc1ccc(NC(=O)C/C(C)=N/NC(=O)c2cccs2)c([N+](=O)[O-])c1	20%	-6%	-7%	11%	-8
34	COc1cccc(N2CCN(c3c(C#N)c(C(F)(F)F)nn3C)CC2)c1	-1%	-17%	-12%	-7%	-51*
35	O=C1NC[C@H](Cc2ccccc2)N(C[C@@H]2CCCN2C[C@H](Cc2ccc(O)cc2)N2C[C@H](Cc3ccc(O)cc3)N(CCc3ccccc3)C(=O)C2=O)C1=O	.	7%	-4%	.	-20
36	O=Cc1nccc2ccccc12	15%	-2%	-3%	?	-7
37	Cc1ccc(Cn2nnc3c(=O)[nH]c(C4CCN(C(=O)Cc5cccs5)CC4)nc32)cc1	-3%	?	-28%	0%	0
38	CCCn1c(=S)[nH]c2cc(C(=O)N3CCN(c4ccccc4OC)CC3)ccc2c1=O	?	-2%	-18%	-1%	-1
39	CCOc1ccc2[nH]cc(C(=O)NCc3ccc(F)cc3)c(=O)c2c1	?	-5%	-21%	?	0
40	Cc1ccccc1NS(=O)(=O)c1cccc2nsnc12	3%	18%	14%	-21%	11
41	COc1ccc2oc(C(=O)NC3CCCCC3)c(C)c2c1	11%	-13%	18%	?	-8
42	COC(=O)[C@H](C)NC(=O)Nc1ccc(Oc2ccccc2)cc1	11%	-25%	0%	-11%	10
43	COc1ccc(C2COC(=O)C2=N)c(NC(=O)c2ccccc2)c1 (stereo not given)	?	5%	-5%	-60%[inhibitor]	19

#	KB-V1 MDR tox	ATXN2 expr inh	KB-3-1 tox	WRN inhibitor
33	10%	36%	-8%	-30%
34	13µM*	2%	-12%	-14%
35	4%	7%	24%	-5%
36	-14%	17%	-8%	6%
37	-3%	-8%	-1%	-15%
38	-11%	-11%	-8%	3%
39	8%	-24%	-19%	-1%
40	18%	-6%	5%	0%
41	-25%	58%[activator]	?	8%
42	-22%	3%	?	-10%
43	?	-2%	3%	9%
